Measles CPE = protection of cells from measles virus. Measles virus-infected cells, CPE protection, absorbance. protection (pct of control), % at 4 µM. hit rate 1.5% among 140,000. AID 841; in the data active means protection mostly above about 24%, no sharp cut-off; inactive means mostly below about 26%; further: some compounds called inactive have numbers as strong as hits
HCT116 bCat-KO = beta-catenin-lacking colon tumor cell growth suppression. HCT116 beta-catenin knockout viability, CellTiter-Glo, 60 h; active compounds read low. viability, % at 10 µM. hit rate 1.5% among 140,000;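 active means viability at or under a set limit, the compound median less 4 SD, cut at about 6% in these data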;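 further: 0% = Hyamine 1622 control at 20 µM and 100% = untreated cell control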
Yeast growth inh = yeast BB579 growth reduction in restrictive medium; S. cerevisiae BB579 growth, OD615, 48 h; inhibition, % at 10 µM; hit rate 0.51% among 140,000; AID 804;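 active means inhibition above a set limit, 3 SD over the mean compound inhibition, cut at about 44% in these data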; further: inactives centre near -24
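Test system: S. cerevisiae DeaD strain BB579 yeast; Medium: restrictive CSMM-D medium; Compound: one dose, 10 µM compound with 0.25% DMSO; Incubation: 4 h cell preincubation, 48 h compound exposure, 30 °C humidified; Signal: OD at 615 nm; Benchmarks: amphotericin B at 10 µg/mL as positive control.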
NPY Y2 blocker = blocks the human neuropeptide Y Y2 receptor. P49146. NPY-Y2 expressing cells, antagonist mode. inhibition, % at 2.7 µM. hit rate 0.99% among 140,000; in the data active means inhibition above about 17%;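 further: 0% = vehicle with agonist challenge and 100% = reference antagonist with challenge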
Target sequence (P49146 whole entry, looked up): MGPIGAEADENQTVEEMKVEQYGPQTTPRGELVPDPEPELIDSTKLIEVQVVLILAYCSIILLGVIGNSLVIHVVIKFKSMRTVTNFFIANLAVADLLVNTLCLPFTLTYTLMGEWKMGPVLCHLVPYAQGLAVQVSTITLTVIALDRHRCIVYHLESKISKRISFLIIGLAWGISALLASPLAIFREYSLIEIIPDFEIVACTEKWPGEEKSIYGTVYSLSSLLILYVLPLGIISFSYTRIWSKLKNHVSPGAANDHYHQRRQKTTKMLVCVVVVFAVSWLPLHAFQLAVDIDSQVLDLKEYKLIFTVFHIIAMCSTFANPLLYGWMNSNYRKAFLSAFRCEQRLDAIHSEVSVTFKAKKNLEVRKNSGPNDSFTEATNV
GALR2 blocker = antagonists of human galanin receptor 2 (GALR2); O43603; GALR2-expressing cells, antagonist mode; inhibition, % at 4 µM; hit rate 0.39% among 140,000; AID 828; in the data active means inhibition above about 27%;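 further: cells stimulated with galanin 1-16 at roughly its EC80; 0% = agonist challenge control and 100% = basal control without agonist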
E-sel TNF inh = blocks E-selectin expression induced by TNF alpha | inhibition, % at 2 µM | HUVEC TNFa-induced E-selectin immunofluorescence, high content | hit rate 0.71% among 120,000;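 active means inhibition above the batch mean plus 3 SD, and confirmed as a hit on visual image review, cut at about 43% in these data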;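 further: 0% = TNF-stimulated DMSO wells and 100% = unstimulated control wells; not every result past the cut was called active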
MRP-1 activ = activates MRP-1. H69AR cells + doxorubicin, viability rescue, CellTiter-Glo. viability increase, % at 10 µM. hit rate 0.61% among 140,000;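 active means viability gain under doxorubicin at or above a set limit, the compound median plus 3 SD, cut at about 4.7% in these data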;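 further: MRP-1 overexpressing cells given doxorubicin 25 µM after compound pretreatment; 18-22 h compound pretreatment then 72 h with doxorubicin before readout; 0% = doxorubicin-only wells and 100% = vehicle-treated cells without doxorubicin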
HCT116 PTEN-null = suppresses growth of cells with PTEN deletion; HCT116 PTEN-null viability, CellTiter-Glo, 60 h; active compounds read low; viability, % at 10 µM; hit rate 1.2% among 140,000;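 active means viability at or below a set limit, 4 SD under the median of all tested compounds, cut at about 3.7% in these data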;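 further: PTEN knockout HCT116 line with beta catenin targeted HCT116 as companion control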
Yeast lifespan up = yeast lifespan extension | hit rate 0.68% among 130,000 | inhibition of the nicotinamide effect, % at 10 µM | S. cerevisiae growth with nicotinamide, OD615; deaD strain in restrictive glucose medium;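 active means inhibition above a set limit, placed 3 SD over the median of all compounds, cut at about 26% in these data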;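 further: 0% = nicotinamide-treated wells and 100% = cells grown without nicotinamide; some compounds called inactive have numbers as strong as hits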
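Assay system: engineered S. cerevisiae DeaD replicative-lifespan strain, galactose-grown log-phase cells; Buffer or medium: CSMM-D glucose medium, restrictive; Probe or stimulus: nicotinamide 1.5 mM; Compound: single dose 10 µM compound, 0.25% DMSO; Schedule: 4 h preincubation then 48 h treatment at 30 °C; Technique: OD615 measurement.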
Phagocyt inh = macrophage phagocytosis inhibition; J774A.1 macrophage IgG-bead phagocytosis, imaging; inhibition, % at 5 µM; hit rate 0.07% among 110,000;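 active means inhibition above the mean of the plate negative controls plus 5 SD, cut at about 13% in these data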;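 further: phagocytic index as fraction of beads internalized from green versus red external bead signal; plate controls were DMSO negative control for no effect and cytochalasin-D positive control for full effect; some results beyond the cut were filed as inactive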
* marks the source's active call; other numbers are inactive results; . = not tested or not shown. Not a hit list, and some 6.1% of all compounds hit somewhere here.

SMILES	Measles CPE	HCT116 bCat-KO	Yeast growth inh	NPY Y2 blocker	GALR2 blocker	E-sel TNF inh	MRP-1 activ	HCT116 PTEN-null	Yeast lifespan up	Phagocyt inh
CC1Cc2ccccc2N1C(=O)c1cnsn1 (configuration not stated)	6	112	-27	4	-3	9	-1.6	95	-18	.
Cc1cc([N+](=O)[O-])nn1CCCC(=O)Nc1cc(Oc2ccccc2)cc([N+](=O)[O-])c1	4	92	-52	-1	1	6	3.6	80	-1	-8
CCC(=O)Nc1cccc(-c2cnc3ccccc3n2)c1	40*	107	-34	2	11	12	-0.9	104	-12	0
Cc1cccc(C(CC(=O)O)n2cccc2)c1 (configuration not stated)	13	92	10	5	-16	3	-0.6	97	-6	.
c1cc2c3c(cccc3c1)C(N1CCCCC1)=N2	10	72	-34	1	13	.	-4.3	78	-6	0
O=c1c2ccccc2ncn1CCOCCOc1cccc(Br)c1	18	96	-25	5	-3	.	-1.9	107	-4	-6
O=C(Nc1cccc(-c2cnc3ccccc3n2)c1)c1ccccc1	10	85	-15	3	7	-5	-0.9	93	-11	.
COc1ccc(S(=O)(=O)N(C)CC(=O)Nc2ccccc2C(F)(F)F)cc1Cl	2	96	13	0	-7	1	-1.5	96	-8	0
CCOC(=O)c1ccc(CSc2nnc(C)n2N)o1	10	98	-38	1	-4	14	-1.0	99	-18	-1
CCS(=O)(=O)N1CCN(C(=O)c2ccccc2)CC1	9	107	-4	-1	10	-5	1.9	95	-15	4
Cc1nc2c(cnn2-c2ccccc2Cl)c(=O)n1-c1ccc(C(C)C)cc1	10	79	-24	0	1	.	-3.4	75	0	0
C=CCn1c(C)cc(-c2csc(N)n2)c1C	6	87	-6	-1	-10	-34	-1.3	89	-8	0
COc1ccc(CCNC(=O)C2CCN(S(=O)(=O)c3cc(OC)ccc3OC)CC2)cc1	3	71	-21	3	1	-16	0.4	80	-10	-1
Cc1cc2nc(-c3cccnc3SCC(=O)NCc3ccco3)[nH]c2cc1C	3	44	-41	-1	8	-11	-2.6	44	-11	.
O=c1oc(-c2cccs2)nc2ccc(Br)cc12	7	66	3	3	3	-2	-1.0	72	-6	.

A different layout for part of the listing above.
Compound | Measles CPE | HCT116 bCat-KO | Yeast growth inh | NPY Y2 blocker | GALR2 blocker | E-sel TNF inh | MRP-1 activ | HCT116 PTEN-null | Yeast lifespan up | Phagocyt inh
CCOC(=O)c1ccc(CSc2nnc(C)n2N)o1 | 10 | 98 | -38 | 1 | -4 | 14 | -1.0 | 99 | -18 | -1
CCS(=O)(=O)N1CCN(C(=O)c2ccccc2)CC1 | 9 | 107 | -4 | -1 | 10 | -5 | 1.9 | 95 | -15 | 4
Cc1nc2c(cnn2-c2ccccc2Cl)c(=O)n1-c1ccc(C(C)C)cc1 | 10 | 79 | -24 | 0 | 1 | . | -3.4 | 75 | 0 | 0
C=CCn1c(C)cc(-c2csc(N)n2)c1C | 6 | 87 | -6 | -1 | -10 | -34 | -1.3 | 89 | -8 | 0
COc1ccc(CCNC(=O)C2CCN(S(=O)(=O)c3cc(OC)ccc3OC)CC2)cc1 | 3 | 71 | -21 | 3 | 1 | -16 | 0.4 | 80 | -10 | -1
Cc1cc2nc(-c3cccnc3SCC(=O)NCc3ccco3)[nH]c2cc1C | 3 | 44 | -41 | -1 | 8 | -11 | -2.6 | 44 | -11 | .

Continuation:
SMILES	Measles CPE	HCT116 bCat-KO	Yeast growth inh	NPY Y2 blocker	GALR2 blocker	E-sel TNF inh	MRP-1 activ	HCT116 PTEN-null	Yeast lifespan up	Phagocyt inh
O=C1c2ccccc2NC(c2ccc(-c3ccc(Br)cc3)o2)N1O (configuration not stated)	.	4.5*	94*	1	-6	-14	-0.5	3.4*	-3	-2
CCOc1ccc(Nc2cc(C)nc3nc(C)nn23)cc1	23	97	16	0	2	-2	-2.1	100	1	.
O=C(/C=C/c1ccccc1)NCC(=O)N/N=C\c1cccnc1	2	101	-8	0	4	-5	0.2	99	-1	.
CN(C)CCCOc1cccc(Cl)c1	15	94	-37	2	6	13	-1.1	102	1	0
O=C(CN1CCC(n2nnc3cc(C(F)(F)F)ccc32)CC1)NCc1cccs1	7	66	-29	9	5	.	-3.1	58	-2	.
CN(C)/C=N/c1cc(=O)n(Cc2ccccc2)c(=O)n1C	18	92	-28	-1	-15	-12	0.1	101	0	.
COc1ccc2nc(NC(=O)c3cnccn3)sc2c1	9	72	-54	-2	-9	-9	-3.0	77	-24	0
O=C(Cn1nnc(-c2ccc(S(=O)(=O)N3CCCC3)cc2)n1)Nc1ccccc1-n1cccc1	9	99	-46	1	1	.	-1.1	99	-4	0
CN1C(=O)N(C)C2(c3ccccc3)NC(=O)NC12c1ccccc1 (configuration not stated)	.	100	-68	1	3	-28	-0.1	97	-6	0
CCn1c2ccccc2c2cc(NC(=O)COC(=O)c3cc(OC)c(OC)cc3OC)ccc21	5	79	-19	1	0	10	3.9	74	-2	-6

Record cards (already shown). Values in the order: Measles CPE	HCT116 bCat-KO	Yeast growth inh	NPY Y2 blocker	GALR2 blocker	E-sel TNF inh	MRP-1 activ	HCT116 PTEN-null	Yeast lifespan up	Phagocyt inh
O=C1c2ccccc2NC(c2ccc(-c3ccc(Br)cc3)o2)N1O (configuration not stated) is listed with .	4.5*	94*	1	-6	-14	-0.5	3.4*	-3	-2
COc1ccc2nc(NC(=O)c3cnccn3)sc2c1 is listed with 9	72	-54	-2	-9	-9	-3.0	77	-24	0
O=C(/C=C/c1ccccc1)NCC(=O)N/N=C\c1cccnc1 is listed with 2	101	-8	0	4	-5	0.2	99	-1	.
CN(C)CCCOc1cccc(Cl)c1 is listed with 15	94	-37	2	6	13	-1.1	102	1	0
O=C(Cn1nnc(-c2ccc(S(=O)(=O)N3CCCC3)cc2)n1)Nc1ccccc1-n1cccc1 is listed with 9	99	-46	1	1	.	-1.1	99	-4	0

Bioassay records deposited in PubChem BioAssay by several laboratories.
